Bioassay records as filed in PubChem BioAssay.
GLP1R cytotox: cytotoxicity counter-screen for GLP-1 receptor inverse agonists. HEK293 cAMP-luciferase reporter cells, luminescence, 24 h. Potency, µM (top dose mostly 38.3 µM), inactives show top-dose activity change, negative = inhibition, hits mostly inhibitors. hit rate 0.13% among 410,000. AID 624418;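 further: loss of luciferase light is scored as toxicity; on the % scale 0 is the no-effect control and ±100 the full control effect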
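Step one: seed cells (200 cells/uL, DMEM with 10% Nu serum, 1% pen-strep). Step two: 12-hour incubation at 37 deg C. Step three: pin 23 nL compound, incubate 24 hr. Step four: add luciferase reagent, read luminescence 12 min later.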
KB-V1 MDR tox: kills drug-selected multidrug resistant KB-V1 cells; KB-V1 MDR cells viability, CellTiter-Glo, 72 h; Potency, µM (highest dose often 46.1 µM), inactives show at the top dose activity change, negative = cytotoxicity, usual class: cytotoxic; hit rate 3.4% among 400,000; AID 1347076; further: on the % scale 0 is the no-effect control and ±100 the full control effect; nearly all actives have a fitted effect of over 60% in size
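KB-V1 cells (P-gp-expressing MDR subline of KB-3-1) in phenol-red-free DMEM with 10% FBS were exposed to library compounds over a concentration series for 72 h at 37 degrees C. Viability read by CellTiter-Glo luminescence; concentration-effect curves fitted after normalization.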
SW480 rerep: induces DNA re-replication in SW480 colon adenocarcinoma cells; SW480 DNA re-replication, Hoechst DNA content imaging, 48 h; Potency, µM (titrated, usually from 46.1 µM), for the others: at the highest dose re-replication activation, usual class: activators; hit rate 1.8% among 340,000; AID 624297; further: % of control where 0% means no effect; nearly all actives have a fitted effect of over 55% in size
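Image-based read-out: total Hoechst fluorescence of nuclei (405 nm excitation, 500-530 nm emission), with hits raising the fraction of high-intensity nuclei. SW480 colon cells incubated 48 hr with compounds at 37 C.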
HT1080 IDH1KD tx: kills HT-1080 cells with IDH1 knockdown. AID 686971. HT-1080 IDH1 knockdown viability, ATP luminescence, 48 h. hit rate 2% among 360,000. Potency, µM (highest dose often 46.1 µM), inactives show at the top dose activity, negative = toxicity, hits mostly cytotoxic;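 further: 0% = DMSO wells and -100% = cell-free medium wells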
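After a 2 h attachment period, IDH1KD HT-1080 cells took pin-transferred compound for 48 h at 37 °C; ATP-based luminescence after 10 min room-temperature reagent incubation reported viability.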
GLP-1R agonist: activates the human GLP-1 receptor; HEK293 GLP-1R CRE-luciferase, luminescence, 4-6 h; cells express a hypersensitive GLP-1R form; Potency, µM (highest dose often 45.6 µM), inactives show top-dose activation, usual class: activators; hit rate 0.007% among 380,000; AID 624172; further: % of control where 0% means no effect
Target sequence (P43220 whole entry, looked up): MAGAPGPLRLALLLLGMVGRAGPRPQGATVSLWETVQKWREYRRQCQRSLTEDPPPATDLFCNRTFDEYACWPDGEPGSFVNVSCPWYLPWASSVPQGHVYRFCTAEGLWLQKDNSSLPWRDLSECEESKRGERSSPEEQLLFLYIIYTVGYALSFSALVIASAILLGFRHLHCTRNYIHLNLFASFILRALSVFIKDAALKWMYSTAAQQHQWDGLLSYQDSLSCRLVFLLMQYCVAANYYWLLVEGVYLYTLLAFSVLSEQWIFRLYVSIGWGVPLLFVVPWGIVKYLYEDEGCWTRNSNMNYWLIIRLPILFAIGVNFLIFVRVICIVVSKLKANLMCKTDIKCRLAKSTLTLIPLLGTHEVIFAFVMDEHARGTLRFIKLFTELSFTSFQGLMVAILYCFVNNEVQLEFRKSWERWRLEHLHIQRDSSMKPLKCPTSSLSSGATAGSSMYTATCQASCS
HT1080-NT tox: kills 2HG-producing HT-1080-NT fibrosarcoma cells; HT-1080-NT fibrosarcoma viability, CellTiter-Glo ATP luminescence, 48 h; Potency, µM (series often up to 46.1 µM), for the others: at the highest dose activity, negative = less viability, usual class: cytotoxic; hit rate 1.6% among 360,000; AID 686970;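 further: NT is the 2HG producing partner of a matched IDH1 knockdown line; 0% = DMSO-treated cells and -100% = media-only wells without cells; nearly all actives have a fitted effect of over 55% in size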
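HT-1080-NT; 750 cells/well; 5% FBS RPMI; 48 h compound, 37 degrees C; CellTiter-Glo luminescence; curve fitting and curve-class assignment.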
GLP1R inv ag: GLP-1 receptor (human) inverse agonism | P43220 | HEK293 GLP-1R CRE-luciferase, luminescence, 24 h; GLP-1R form is constitutively active | Potency, µM (titrated, usually from 38.3 µM), without a hit: at the top dose activity change, negative = inhibition, actives largely listed as inhibitors | hit rate 1.6% among 410,000; further: on the % scale 0 is the no-effect control and ±100 the full control effect; nearly all actives have a fitted effect of over 55% in size
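Luminescence readout: a drop in cAMP-driven luciferase signal flags inverse agonism at a constitutively active GLP-1R stably expressed in HEK293. Compound exposure lasted 24 hr at 37 deg C, 5% CO2.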
KB-3-1 tox: KB-3-1 parental cell cytotoxicity. KB-3-1 viability, CellTiter-Glo ATP luminescence, 72 h. Potency, µM (doses to about 46.1 µM), without a hit: at the top dose activity change, negative = cytotoxic, most hits filed as cytotoxic. hit rate 1.4% among 400,000; further: on the % scale 0 is the no-effect control and ±100 the full control effect; nearly all actives have a fitted effect of over 60% in size
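KB-3-1 cells, DMEM (no phenol red) + 10% FBS; compound by pin transfer, 72 h, 37 °C. Readout: CellTiter-Glo luminescence after 10 min. Data normalized, curve-fitted.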
TDP43 rescue: rescues yeast growth from TDP-43 toxicity; AID 652104; Potency, µM (doses to about 46.1 µM), inactives show at the top dose growth rescue (activation), actives largely listed as activators; TDP-43 expressing yeast growth rescue, BacTiter-Glo, 24 h; hit rate 1.8% among 410,000; further: % of control where 0% means no effect; nearly all actives have a fitted effect of over 50% in size
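Yeast cells expressing TDP-43 under galactose induction are exposed to compounds for 24 hr at 30 deg C. BacTiter-Glo luminescence measures growth, so protective compounds score as activators.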
* = called active by the depositor; ? = inconclusive; · = not tested or not shown; & = joins results of further samples; [ ] = dose if it differs, or a comment. The call rests on the fitted dose curve; in most records, active means well fitted curve in the direction sought with a large enough effect; inconclusive means small, poorly fitted or top-dose-only effect, or another doubt; inactive means no such curve, though single readings can be large; an effect the other way counts as inactive or inconclusive. Potency means the concentration at half of the fitted maximal effect. Random draw from the library. About 9.4% of those tested had a hit in this group.

Value order – GLP-1R agonist	HT1080 IDH1KD tx	HT1080-NT tox	TDP43 rescue	KB-V1 MDR tox	GLP1R cytotox	GLP1R inv ag	KB-3-1 tox	SW480 rerep
COc1ccc(CN(C)CC(=O)Nc2ccccc2C(=O)NC2CC2)cc1OC
    1.3%	9.6%	4.2%	0.0%	-4.7%	-22.3%	11.7%	4.9%	-3.2%
O=C1CCC(=O)N1CN(C(=O)c1ccco1)c1ccc(Cl)c(Cl)c1
    -2.5%	-16.1%	0.2%	-7.9%	5.6%	-1.1%	0.2%	5.6%	-1.6%
O=C(NCC1CCCN1S(=O)(=O)c1cccs1)C(=O)Nc1ccccc1 (configuration not stated)
    1.9%	0.8%	2.6%	9.9%	-6.2%	5.2%	10.1%	-3.9%	-0.2%
CCOC(=O)N1CCN(C(=O)C(C)NC(=O)c2ccco2)CC1 (configuration not stated)
    0.7%	0.9%	4.6%	-21.6%	0.1%	8.0%	-7.7%	-4.1%	-7.1%
Cc1ccc(C(=O)Nc2ccccc2N2CCCCC2)cc1S(=O)(=O)N1CCOCC1
    0.8%	-24.8%	4.5%	2.9%	?	-2.6%	?	-11.3%	-23.8%
CC1Cc2ccccc2N1C(=O)CN1C(=O)NC2(CCCCC2)C1=O (configuration not stated)
    -0.7%	0.0%	-0.7%	3.0%	3.4%	4.7%	-15.7%	4.3%	-2.7%
Cc1ccc(C)n1-c1ccc(C(=O)N2CCC(C(N)=O)CC2)cc1
    -0.1%	-8.7%	-14.4%	-15.0%	-1.5%	17.0%	41.6%[activator]	8.5%	?
Cc1ccc(NC2CCCN(C(=O)CN3C(=O)CSC3=O)C2)cc1C (configuration not stated)
    -7.5%	-0.3%	2.7%	-10.2%	15.2%	-0.8%	-25.0%	-15.7%	-7.9%
O=C(Cn1c(NCCO)nc2ccccc21)Nc1ccc2c(c1)OCCCO2
    7.0%	-3.4%	3.3%	-21.5%	9.7%	-10.2%	-13.0%	8.6%	36.1%
CCCN1CCN(C(=O)CCCn2c(C)c3cnn(-c4ccccc4)c(=O)c3c2C)CC1
    8.4%	2.2%	-4.3%	21.9%	5.8%	0.7%	5.2%	6.1%	-0.1%
Cc1ccc(CNC(=O)[C@H]2C[C@@H]2[C@H](NP(=O)(c2ccccc2)c2ccccc2)c2ccccc2)o1
    2.2%	-0.2%	-8.8%	-1.1%	-1.1%	6.2%	2.0%	1.0%	?
C=CCNc1nc2c(c(=O)n(C)c(=O)n2C)n1CC(=C)C
    -1.8%	-10.4%	-12.8%	14.0%	8.8%	0.9%	4.1%	-22.6%	-14.2%
COC(=O)CC1C(=O)NCCN1C(=O)Nc1ccccc1 (configuration not stated)
    -7.1%	18.3%	24.4%	6.9%	-0.5%	-1.9%	8.0%	-2.6%	-8.4%
O=C(COC(=O)c1ccc(Br)cc1)NCCc1ccccc1
    14.4%	15.1%	17.1%	-34.4%[inhibitor]	4.1%	-2.4%	5.7%	-3.4%	-5.1%
COc1cc(F)ccc1-c1cc(C(=O)NCc2cc(C(F)(F)F)cc(C(F)(F)F)c2)[nH]n1
    1.3%	?	2.4%	2.7%	5.7%	1.4%	-20.3%	0.0%	·
Cc1cccc(CNC(=O)c2sc(=O)n(Cc3c(C)cccc3C)c2C)c1
    12.6%	?	-13.7%	-23.8%	20.6µM*	9.2%	?	?	·
COc1ccc(/C=C2/NC(=O)N(CC(=O)Nc3cccc(C)c3)C2=O)cc1O
    -1.2%	0.3%	0.4%	22.0%	4.4%	13.2%	-16.8%	0.2%	-1.4%
CCc1sc(C(=O)Nc2cc(S(=O)(=O)N3CCOCC3)ccc2OC)cc1C
    2.0%	-0.3%	-0.7%	-1.0%	?	2.4%	14.2%	-3.8%	-17.3%
C=C(Cl)COC(=O)C1C2C=CC(C2)C1C(=O)O (configuration not stated)
    -13.6%	5.3%	7.0%	13.2%	19.4%	1.0%	0.9%	-0.3%	-2.3%
C=CCN(C(=O)c1cc(C)cc(C)c1)C1(C(=O)Nc2ccccc2)CCN(C(C)C)CC1
    9.2%	-18.8%	-28.4%	5.7%	-27.3%	2.8%	?	6.4%	-1.0%
COc1ccc(-c2c(-c3ccccc3)c(C(=O)C(=O)NCCCN(C)C)n3ccc4cc(OC)c(OC)cc4c23)cc1OC
    20.3%	?	?	-8.0%	9.9%	7.9%	-10.5%	-6.3%	?
O=C(OCc1nc2ccccc2s1)C1CCN(S(=O)(=O)c2cccs2)CC1
    1.6%	0.7%	-1.6%	25.4%	14.9%	-1.4%	10.7%	4.2%	-6.0%[9.22 µM]
COc1ccc(/C=C/C(=O)N(C)Cc2cccs2)cc1S(=O)(=O)N1CCOCC1
    2.8%	-0.6%	-0.3%	1.6%	?	-1.1%[7.66 µM]	18.3%[7.66 µM]	25.5%	-4.2%
CCOC(=O)C1=CN(Cc2ccco2)S(=O)(=O)NC1c1ccc(F)c(Cl)c1 (configuration not stated)
    9.5%	-0.9%	-4.2%	8.2%	0.0%	-6.6%	-14.6%	0.0%	-48.9%[inhibitor]
COc1cc(OC)cc(-n2nnnc2SCC(=O)Nc2nc3c(s2)CCCC3)c1
    -12.8%	-14.0%	-19.9%	11.1%	16.6%	-17.2%	?	9.5%	0.7%[9.22 µM]
O=C(NCC1CCCO1)c1cc2ccccc2oc1=O (configuration not stated)
    15.1%	?	14.4%	-6.8%	?	-11.6%	14.9%	0.3%	-1.6%
Cc1cc(C(=O)OCC(=O)c2c(N)n(C)c(=O)n(C)c2=O)c(C)o1
    3.3%	4.2%	15.6%	6.3%	-0.6%	-7.5%	10.8%	-0.1%	4.1%
COc1ccc(Cc2c(-c3ccccc3)nc3c4ccccc4ccn23)c(C)c1
    13.8%	?	-25.0%	11.2µM*	13.0%	4.3%	?	0.0%	·
O=C(O)c1ncc(Cl)c(Cl)c1Cl
    -1.5%&4.9%	7.4%&1.3%	6.8%&-3.8%	4.3%&-13.6%	?	1.2%&-1.3%	-4.4%&-12.7%	1.5%&0.1%	-13.1%&0.9%
Nc1nc2ccc(S(=O)(=O)c3ccc4nc(N)sc4c3)cc2s1
    20.0%	-27.5%	-27.2%	-12.9%	8.1%	-8.6%	155.5%[activator]	-7.5%	-0.1%

Three structures from above, sorted by heavy-atom count, high to low.
Value order – GLP-1R agonist	HT1080 IDH1KD tx	HT1080-NT tox	TDP43 rescue	KB-V1 MDR tox	GLP1R cytotox	GLP1R inv ag	KB-3-1 tox	SW480 rerep
COc1ccc(/C=C/C(=O)N(C)Cc2cccs2)cc1S(=O)(=O)N1CCOCC1
    2.8%	-0.6%	-0.3%	1.6%	?	-1.1%[7.66 µM]	18.3%[7.66 µM]	25.5%	-4.2%
CCc1sc(C(=O)Nc2cc(S(=O)(=O)N3CCOCC3)ccc2OC)cc1C
    2.0%	-0.3%	-0.7%	-1.0%	?	2.4%	14.2%	-3.8%	-17.3%
Nc1nc2ccc(S(=O)(=O)c3ccc4nc(N)sc4c3)cc2s1
    20.0%	-27.5%	-27.2%	-12.9%	8.1%	-8.6%	155.5%[activator]	-7.5%	-0.1%

(further entries)
Value order – GLP-1R agonist	HT1080 IDH1KD tx	HT1080-NT tox	TDP43 rescue	KB-V1 MDR tox	GLP1R cytotox	GLP1R inv ag	KB-3-1 tox	SW480 rerep
Cn1c(N)c(S(=O)(=O)N2CCN(Cc3ccccc3)CC2)c(=O)n(C)c1=O
    7.0%	-5.1%	5.9%	-5.7%	-22.8%	-5.5%	-13.6%	-2.9%	-2.1%
CCN(c1ccccc1)S(=O)(=O)c1ccc(OCC(=O)Nc2cc(C)on2)cc1
    -4.6%	4.6%	3.3%	0.6%	8.4%	-7.1%	?	5.7%	-3.0%[9.22 µM]
COCCNc1nc(NCCCN(C)C)c2sccc2n1
    -6.2%	7.1%	?	-2.9%	6.4%	-1.9%	16.7%	0.0%	·
COc1ccc(NC(=O)Cn2nc(C)c3ccccc3c2=O)cc1
    10.0%	3.7%	3.6%	-1.5%	-14.5%	0.8%	9.5%	2.2%	-3.3%
CC1=C(C(=O)OCCOC(C)C)C(c2cc3c(cc2Br)OCO3)C2=C(CCCC2=O)N1 (configuration not stated)
    0.2%	-3.6%	2.0%	-15.0%	-14.7%	4.8%	-6.5%	-1.5%	-3.4%
Cc1cccc(NC(=O)C2CCN(c3nc4ccccc4[nH]3)CC2)c1C
    ·	·	·	15.4%	-0.9%	-0.5%	-5.4%	-5.1%	·
CCNCCNC(=O)c1c(O)c2cccc3c2n(c1=O)CCC3
    2.8%	-27.1%	?	-42.0%[inhibitor]	-10.9%	-13.0%	?	-25.8%	17.9%
CSc1nc2ccc(NS(=O)(=O)c3cccc(Cl)c3Cl)cc2s1
    -1.2%	0.1%	6.8%	31.6µM*	1.1%	-5.6%	0.3%	5.2%	1.5%
CC(C)CCn1c(N)c(S(=O)(=O)c2cccs2)c2nc3ccccc3nc21
    -3.9%	?	22.4µM*	-1.5%	20.6µM*	-9.5%	-21.2%	1.0%	?
COc1ccc(NS(=O)(=O)c2c(F)cccc2F)cc1S(=O)(=O)N1CCOCC1
    -0.2%	3.9%	10.5%	19.1%	0.0%	7.2%	0.0%	0.0%	0.5%
Cc1cc(C)cc(NC(=O)N2CCN(S(C)(=O)=O)CC2)c1
    1.4%	?	2.3%	10.8%	2.1%	-2.7%	-3.6%	-6.0%	2.2%
Cc1nc(-c2cccnc2)sc1C(=O)N/N=C/c1ccccc1Cl
    5.3%	20.6%	16.5%	-17.0%	-5.7%	-1.0%	14.0%	-0.5%	-11.5%
CS(=O)(=O)N1CCN(C(=O)c2ccc(-c3ccccc3)cc2)CC1
    -14.8%	-2.9%	-7.2%	4.9%	-9.9%	-8.9%	?	2.3%	-5.1%
O=S(=O)(Nc1ccc(-c2ccc3nncn3n2)cc1)c1ccccc1F
    19.9%	4.3%	-0.5%	?	-5.4%	-3.9%	69.8%[activator]	0.2%	-4.6%
